Screens from PubChem.
KB-3-1 cytotox = KB-3-1 parental cell cytotoxicity. KB-3-1 viability, CellTiter-Glo ATP luminescence, 72 h. hit rate 1.4% among 400,000. Potency, µM (top dose mostly 46.1 µM), for the others: at the top dose activity change, negative = cytotoxic, usual class: cytotoxic; further: potency means the concentration at half of the fitted maximal effect; on the % scale 0 is the no-effect control and ±100 the full control effect; nearly all actives have a fitted effect of over 60% in size
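Screening of KB-3-1 cells (DMEM, 10% FBS, phenol-red free) ran from lowest to highest compound concentration; after 72 h at 37 °C viability was read luminescently and curves fitted.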
KB-V1 MDR tox = KB-V1 MDR subline cytotoxicity. hit rate 3.4% among 400,000. KB-V1 MDR cells viability, CellTiter-Glo, 72 h. Potency, µM (doses to about 46.1 µM), without a hit: at the top dose activity change, negative = cytotoxicity, usual class: cytotoxic; further: potency means the concentration at half of the fitted maximal effect; on the % scale 0 is the no-effect control and ±100 the full control effect; nearly all actives have a fitted effect of over 60% in size
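KB-V1 cells (P-gp-expressing MDR subline of KB-3-1) in phenol-red-free DMEM with 10% FBS were exposed to library compounds over a concentration series for 72 h at 37 degrees C. Viability read by CellTiter-Glo luminescence; concentration-effect curves fitted after normalization.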
IL-1B inflam inh = inhibitors of inflammasome signaling (IL-1 beta secretion); activity change, % at 57.5 µM; THP-1 LPS/ATP IL-1B secretion, AlphaLISA, 16 h; stronger effect = lower value; hit rate 4.7% among 360,000; in the data active means activity change below about -50%; inconclusive means mostly about -30% to -49%; further: on the % scale 0 is the no-effect control and ±100 the full control effect
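Secreted IL-1B measured by AlphaLISA bead assay after 16 h compound exposure of THP-1 cells; compounds (final up to 57.5 uM) added 1 h before LPS (250 ng/mL) and ATP (1.25 mM) stimulation; lower signal means less secretion.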
ATXN2 expr inh = reduces ATXN2 reporter expression in HEK-293 cells | HEK-293 ATXN2-luciferase reporter, luminescence, 24 h | Potency, µM (doses to about 57 µM), inactives show at the highest dose activity change, negative = inhibition, hits mostly inhibitors | hit rate 0.72% among 360,000 | AID 1745845; further: potency means the concentration at half of the fitted maximal effect; on the % scale 0 is the no-effect control and ±100 the full control effect; nearly all actives have a fitted effect of over 55% in size
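ATXN2-luciferase reporter cells (luciferase flanked by upstream and downstream ATXN2 gene portions) were treated 24 h at 37 °C with compounds at up to 57 uM. SteadyGlo luminescence gave expression; GF-AFC fluorescence gave viability.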
HT1080NT lethal = kills 2HG-producing HT-1080-NT fibrosarcoma cells; hit rate 1.6% among 360,000; HT-1080-NT fibrosarcoma viability, CellTiter-Glo ATP luminescence, 48 h; AID 686970; Potency, µM (highest dose often 46.1 µM), inactives show at the highest dose activity, negative = less viability, actives largely listed as cytotoxic;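 further: NT is the 2HG producing partner of a matched IDH1 knockdown line; potency means the concentration at half of the fitted maximal effect; 0% = DMSO-treated cells and -100% = media-only wells without cells; nearly all actives have a fitted effect of over 55% in size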
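A 48-hour cytotoxicity screen used HT-1080-NT cells plated 2 hours before compound delivery. ATP-based CellTiter-Glo luminescence measured viability, normalized to DMSO and no-cell controls.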
SW480 rerep = induces DNA re-replication in SW480 colon adenocarcinoma cells; AID 624297; SW480 DNA re-replication, Hoechst DNA content imaging, 48 h; hit rate 1.8% among 340,000; Potency, µM (top dose mostly 46.1 µM), without a hit: at the top dose re-replication activation, hits mostly activators; further: potency means the concentration at half of the fitted maximal effect; % of control where 0% means no effect; nearly all actives have a fitted effect of over 55% in size
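Readout is total intensity of Hoechst-stained nuclei, excited at 405 nm and collected at 500-530 nm. Compound treatment lasted 48 hr at 37 C in 5% CO2 before staining.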
HT1080 IDH1KD tx = toxicity to HT-1080 IDH1 knockdown cells (counter line). HT-1080 IDH1 knockdown viability, ATP luminescence, 48 h. Potency, µM (top dose mostly 46.1 µM), inactives show at the top dose activity, negative = toxicity, actives largely listed as cytotoxic. hit rate 2% among 360,000. AID 686971;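 further: potency means the concentration at half of the fitted maximal effect; 0% = DMSO wells and -100% = cell-free medium wells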
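Assay cells: HT-1080 with IDH1 knockdown, 750 per well, RPMI/5% FBS. Exposure: 48 h at 37 °C following 2 h pre-incubation. Read: CellTiter-Glo luminescence; fitted concentration-response, curve class assigned.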
MCF10A rerep = DNA re-replication induction in MCF 10a cells | MCF 10A DNA re-replication, Hoechst nuclear intensity, 48 h | Potency, µM (doses to about 46.1 µM), for inactives: top-dose activity, positive = re-replication, actives largely listed as activators | hit rate 2.9% among 350,000 | AID 624296; further: potency means the concentration at half of the fitted maximal effect; % of control where 0% means no effect; nearly all actives have a fitted effect of over 50% in size
S2 tox = cell viability loss in ATXN counter-screen; hit rate 0.49% among 400,000; Potency, µM (doses to about 56.7 µM), most hits filed as cytotoxic; S2 cells (HEK-293 line with an ATXN2-luciferase reporter) viability, CellTiter-Fluor protease fluorescence, 24 h; AID 651635; further: potency means the concentration at half of the fitted maximal effect; nearly all actives have a fitted effect of over 40% in size
* hit, by the source's call; i = inactive; ? = inconclusive; . = no result given; [ ] = another dose, or the depositor's remark. Unless noted, the call rests on the fitted dose curve; in most records, active means well fitted curve in the direction sought with a large enough effect; inconclusive means small, poorly fitted or top-dose-only effect, or another doubt; inactive means no such curve, though single readings can be large; an effect the other way counts as inactive or inconclusive. Random draw from the library. About 11% of those tested had a hit in this group.

SMILES	KB-3-1 cytotox	KB-V1 MDR tox	IL-1B inflam inh	ATXN2 expr inh	HT1080NT lethal	SW480 rerep	HT1080 IDH1KD tx	MCF10A rerep	S2 tox
Cc1ccc(C(=O)OCC(=O)N2C(C)CCCC2C)cc1S(=O)(=O)N1CCOCC1 (configuration not stated)	-11%	2%	31	-15%	-5%	-27%	-4%	4%	?
CCOC(=O)c1cc2nc(-c3ccco3)cc(C(F)(F)F)n2n1	?	0%	7	9%	20%	-1%	11%	-5%	i
COc1ccc(S(=O)(=O)Cc2ccc(C(=O)N3CCN(C(=O)c4ccco4)CC3)o2)cc1	6%	9%	-4	5%	-5%	-2%	9%	7%	i
Cc1cc(-c2ccc(C)c(S(=O)(=O)NCC3CCN(Cc4cccc(F)c4)CC3)c2)on1	?	-1%	-13	-30%	-28%	?	?	15%	i
CC(=NNC(=O)c1ccccc1N)c1ccccc1O	-3%	0%	128	?	?	.	?	.	?
Cc1coc2cc3oc(=O)c(CC(=O)N(C)CC(=O)O)c(C)c3cc12	-4%	0%	42	-19%	12%	21%	12%	-2%	i
COc1ccc(NC(=O)Nc2ccc3c(c2)CCC3)cc1	20%	-2%	29	4%	0%	11%	17%	-6%	i
CC1=C(C(=O)OC(C)C)C(c2cccs2)n2ncnc2N1 (configuration not stated)	-19%	-9%	20	3%	19%	-6%	-8%	5%	i
CCn1cnc2c1c(=O)[nH]c(=O)n2Cc1ccccc1	1%	0%	-8	30%	2%	-6%	3%	-6%	i
COc1ccc2[nH]c(=O)c(CNc3cccc(C)c3)cc2c1	?	5.8µM*	15	10%	1%	1%	-13%	9%	?
C=C(C)CSc1nc2sc3c(c2c(=O)n1-c1ccc(C)cc1)CCN(C)C3	-8%	0%	-9	-5%	11%	1%	-1%	18%	i
Cc1ccc(NC(=O)CCC(=O)N/N=C/c2ccc(O)cc2O)cc1	-3%	9%	175	-16%	?	?	?	?	i
CCOC(=O)N1CCN(CC(O)c2c[nH]c3ccc(OC)cc23)CC1 (configuration not stated)	4%	14%	-5	-16%	13%	1%	8%	3%	i
Cc1[nH][nH]c(=O)c1C(c1c(C)[nH][nH]c1=O)c1cn(Cc2cccc3ccccc23)c2ccccc12	?	21µM*	-4	-15%	?	?	?	?	i
OC(CNCC(c1ccc(Cl)cc1Cl)c1c[nH]c2ccccc12)c1ccccc1 (configuration not stated)	-10%	23µM*	-103*	?	21µM*	9%	7.3µM*	?	?
O=[N+]([O-])c1nn(-c2ccc(Cl)cc2)n(O)c1=NCc1ccccc1	0%	0%	-13	.	2%	7%	-17%	1%	i
CCN1C[C@@H]2[C@@H]3C(=O)N(Cc4ccccc4)C(=O)[C@@H]3[C@](CC)(C(=O)OC)N2C1=NCc1ccccc1	0%	0%	7	6%	6%	3%	8%	1%	i
CCN(CC)c1c([N+](=O)[O-])c(=O)oc2ccccc12	3%	-1%	22	-8%	14%	0%	14%	1%	i
O=C1c2c(Br)c(Br)c(Br)c(Br)c2C(=O)N1c1ccccn1	-1%	-20%	?	?	4%	-22%	1%	0.65µM*	i
Cn1cc(-c2csc(C(O)c3ccc(F)cc3)n2)cn1 (configuration not stated)	0%	2%	36	4%	9%	.	0%	.	i
COc1ccc(CNC(=O)Cc2c(C(=O)O)[nH]c3ccccc23)c(OC)c1	23%	1%	27	0%	0%	-1%	-4%	-5%	i
COc1ccc(C2C(C(C)=O)=C(O)C(=O)N2CCO)c(OC)c1 (configuration not stated)	11%	20%	0	10%	21%	-4%	13%	1%	i
CC(C)c1cccc(O)c(=O)c1	?	0%	0	7%	-21%	5%	-22%	8%	i
CCCCS(=O)CC(CS(=O)CCCC)OC(=O)c1ccc(C)cc1 (configuration not stated)	7%	-8%	-4	6%	21%	-5%	14%	27%	i
COC(=O)C1(Cc2cc(-c3ccc(Cl)cc3)no2)CCN(C(=O)OC(C)(C)C)CC1	2%	-30%	?	-11%	?	5%	-6%	24%	i
SMILES	KB-3-1 cytotox	KB-V1 MDR tox	IL-1B inflam inh	ATXN2 expr inh	HT1080NT lethal	SW480 rerep	HT1080 IDH1KD tx	MCF10A rerep	S2 tox
COc1cc(/C=N/NC(=O)Nc2ccccc2)ccc1OC(C)=O	7%	21%	10	77%[activator]	10%	-27%	15%	5%	i
c1ccc(C2CC(c3cccs3)=NN2c2ccccc2)cc1 (configuration not stated)	0%	?	27	-7%	5%	?	-1%	?	.
Cc1cccc(S(=O)(=O)N2CCn3cccc3C2C)c1 (configuration not stated)	-1%	-27%	-10	-23%	4%	2%	2%	8%	i
Cc1ccc(CNC(=O)Nc2nnc([C@@H]3C[C@H](O)[C@@H](CO)O3)s2)cc1	21%	-5%	-1	2%	16%	.	12%	.	i
CC(=O)Nc1sc(C)c(C)c1C(=O)OC(C)C	9%	11%	41	11%	3%	-3%	1%	4%	i
CCCn1cc(SCC(=O)NCC2CCCO2)c2ccccc21 (configuration not stated)	0%	8%	-11	27%	-4%	1%	-5%	3%	i
CC(=NN1CC(=O)NC1=O)c1ccc([N+](=O)[O-])o1	-15%	0%	9	-24%	?	?	-4%	14%	i
COc1ccc2c(c1)sc(=NC(=O)CS(=O)(=O)c1ccc(F)cc1)n2C	-4%	-16%	-8	-1%	-1%	?	1%	29%	i
O=C(COC(=O)c1ccco1)NCc1ccc(Cl)cc1	9%	0%	38	3%	5%	-18%	9%	17%	i
O=C(Cn1nc(C(F)(F)F)cc1C1CC1)NCc1ccccc1F	16%	?	0	0%	6%	?	18%	7%	i
O=C(CNC(=O)[C@@H]1Cc2ccccc2CN1)Nc1ccc2c(c1)OCO2	-2%	?	0	4%	-5%	10%	-2%	?	i
COc1ccc(NC(=O)CCCC(=O)OCC(=O)c2cccc(OC)c2)cc1	0%	-2%	-8	-2%	-15%	-20%	1%	4%	i
O=C(NC1=NCCS1)c1cccc(Br)c1	12%	13%	10	27%	17%	?	4%	0%	i
CC(C)=CCc1c(O)ccc2c1OC(c1ccc(O)c(O)c1)CC2=O (configuration not stated)	-1%	4%	37	-23%	-3%	3%	-3%	?	?
Cc1ccc(OCc2cc(C(=O)N3CCCC3)no2)cn1	?	0%	-3	-9%	-6%	20%	-1%	0%	i
O=C(c1ccc2c(=O)n(Cc3ccccc3)c(=S)[nH]c2c1)N1CCCC1	-16%	0%	36	-1%	-1%	-15%	-8%	-22%	i
CC1CC(C)CN(S(=O)(=O)N2CCCC(C(=O)NCCCN3CCOCC3)C2)C1 (configuration not stated)	14%	-7%	-8	4%	1%	25%	12%	-1%	i
Cc1ccc(NC(=O)CCCCCN2C(=O)[C@@H]3Cc4ccccc4CN3C2=O)c(Cl)c1	0%	0%	-26	-11%	-7%	-3%	-11%	-2%	i
CCC(C)n1ncn(-c2ccc(N3CCN(c4ccc(O)cc4)CC3)cc2)c1=O (configuration not stated)	1.5µM*	-2%	7	-24%	?	-8%	?	?	?
Cc1ccc(CN(C(=O)COc2cccc(C)c2C)C2CCS(=O)(=O)C2)o1 (configuration not stated)	.	.	5	2%	4%	-2%	5%	-1%	i
O=C(NCCCc1ccccc1)c1ccc(F)cc1	-2%	-10%	-16	59%[activator]	-4%	0%	0%	-1%	i
CCc1n[nH]c(=S)n1/N=C/c1ccccc1OCc1ccc(Cl)cc1	0%	9%	42	16%	3%	4%	18%	18%	?
O=C1CC(C(=O)N2CCN(c3ccc(F)cc3)CC2)CN1CCc1ccccc1 (configuration not stated)	6%	1%	-10	-7%	5%	-19%	1%	-2%	i
Cc1ccc(NC(=O)Cn2c(=O)n(CCC(=O)NCc3ccccc3Cl)c(=O)c3ccccc32)c(C)c1	8%	?	.	8%	.	.	.	.	i
N#Cc1cccc(OCC(=O)NC(=O)NCc2ccccc2)c1	-2%	3%	-9	21%	18%	0%	12%	-1%	i
SMILES	KB-3-1 cytotox	KB-V1 MDR tox	IL-1B inflam inh	ATXN2 expr inh	HT1080NT lethal	SW480 rerep	HT1080 IDH1KD tx	MCF10A rerep	S2 tox
S=c1[nH]nc(-c2ccc(Cl)cc2)n1-c1ccc(Cl)cc1	-1%	-9%	4	-13%	-4%	0%	0%	9%	i
CC(=O)NC1(c2ccccc2)CCN(c2nc(C)cc(C)n2)CC1	-1%	-19%	1	2%	9%	-6%	9%	-5%	i
Cn1ncc2c(NNC(=O)Cc3cccc4ccccc34)ncnc21	6%	6%	20	2%	-5%	-3%	9%	0%	i
CC(C)CCn1c(CN2CCOCC2)nc2c1c(=O)n(C)c(=O)n2C	29%	24%	17	-8%	16%	-7%	12%	13%	?
Cc1cccc(C(=O)NCC(c2ccc3c(c2)OCO3)N2CCOCC2)c1 (configuration not stated)	-3%	-6%	.	15%	.	.	.	.	i
COc1cc(NC(=O)CSC(=S)N2CCCC2)c(OC)cc1Cl	0%	0%	1	-5%	-3%	-2%	-11%	15%	i
Cc1ccc2cc3c(NC(=O)CC(C)C)nn(C)c3nc2c1	8%	?	18	5%	11%	?	10%	?	i
CCc1c(C)nc2c(-c3ccccc3)c(-c3ccccc3)[nH]n2c1=O	-14%	-1%	13	1%	17%	-9%	3%	17%	i
